Tb PYK inh – blocks Trypanosoma brucei pyruvate kinase | Q57TT1 | TbPYK enzyme, Kinase-Glo Plus ATP luminescence, 45 min | Potency, µM (doses to about 76.8 µM), for inactives: top-dose activity, negative = inhibition, usual class: inhibitors | 0.12% of 410,000 active | AID 624173; further: potency means the concentration at half of the fitted maximal effect; nearly all actives have a fitted effect of over 50% in size
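ADP (130 uM final) triggers the TbPYK reaction after compound addition; incubation is 45 min at room temperature. Kinase-Glo Plus is then added and luminescence imaged. Normalized data are fitted to concentration-effect curves.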
HCMV antiviral – inhibitors of human cytomegalovirus; activity change, negative = inhibition, % at 57.5 µM; HFF cells, HCMV-luciferase reporter, 72 h; active compounds read low; 4.5% of 410,000 active; AID 1259415; in the data active means activity change below about -60%; inconclusive means no clear call, values can overlap the other calls; inactive means above about -39%
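Steps: HFFs plated, 16 h 37C; compounds added; HCMV-luciferase added to MOI 1 PFU/cell; 72 h 37C; OneGlo reagent, 5 min room temperature; luminescence read, normalized to controls.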
LmPK inhibitor – inhibitors of Leishmania mexicana pyruvate kinase; Q27686; purified LmPK, Kinase-Glo ATP luminescence, 1 h; Potency, µM (highest dose often 57.5 µM), for the others: at the top dose activity change, negative = inhibition, hits mostly inhibitors; 0.37% of 290,000 active; further: potency means the concentration at half of the fitted maximal effect
Target sequence (Q27686 whole entry, looked up): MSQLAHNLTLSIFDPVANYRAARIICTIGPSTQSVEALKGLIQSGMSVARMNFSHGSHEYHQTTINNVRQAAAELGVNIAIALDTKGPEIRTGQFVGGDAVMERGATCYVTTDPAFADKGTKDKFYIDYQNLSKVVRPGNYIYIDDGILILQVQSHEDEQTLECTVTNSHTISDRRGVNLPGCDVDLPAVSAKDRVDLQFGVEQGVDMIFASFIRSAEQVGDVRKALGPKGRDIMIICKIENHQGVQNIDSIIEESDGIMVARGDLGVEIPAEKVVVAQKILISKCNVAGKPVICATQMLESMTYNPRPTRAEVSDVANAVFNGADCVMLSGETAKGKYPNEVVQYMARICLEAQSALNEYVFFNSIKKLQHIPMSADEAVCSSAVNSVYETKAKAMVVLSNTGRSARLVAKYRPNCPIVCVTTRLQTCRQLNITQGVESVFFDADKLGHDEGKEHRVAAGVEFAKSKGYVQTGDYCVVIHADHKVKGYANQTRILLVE
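Purified LmPK (0.1 nM) with 0.5 mM PEP and 0.1 mM ADP in imidazole buffer pH 7.2 with MgCl2/KCl, 1 h at room temperature. ATP formed was read by luciferase luminescence and normalized to no-enzyme and uninhibited controls.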
AmpC no deterg – AmpC beta-lactamase inhibition without detergent. 0.52% of 330,000 active. Potency, µM (highest dose often 57.1 µM), without a hit: at the top dose activity change, negative = inhibition, usual class: inhibitors. P00811. AID 485341. AmpC nitrocefin hydrolysis, absorbance 480 nm, 0.0001% Triton;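 further: potency means the concentration at half of the fitted maximal effect; plate controls were no compound for no effect and no enzyme for full effect; nearly all actives have a fitted effect of over 20% in size; some results filed as inactive show a strong effect at the top dose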
Target sequence (P00811 whole entry, looked up): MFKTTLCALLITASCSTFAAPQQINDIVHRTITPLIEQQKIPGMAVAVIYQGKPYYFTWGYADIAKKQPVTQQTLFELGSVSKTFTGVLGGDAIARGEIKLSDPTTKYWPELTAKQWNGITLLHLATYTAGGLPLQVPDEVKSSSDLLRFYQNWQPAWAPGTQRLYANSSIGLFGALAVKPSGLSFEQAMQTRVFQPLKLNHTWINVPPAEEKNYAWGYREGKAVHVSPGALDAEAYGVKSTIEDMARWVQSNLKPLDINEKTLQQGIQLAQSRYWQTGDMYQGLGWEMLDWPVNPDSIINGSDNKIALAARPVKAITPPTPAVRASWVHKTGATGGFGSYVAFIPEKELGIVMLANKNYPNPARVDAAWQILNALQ
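AmpC (5.3 nM in the dispensed reagent) in 20 mM phosphate pH 7.0 with 0.01% (detergent screen) or 0.0001% Triton X-100 was preincubated with compounds for 15 min at room temperature. Nitrocefin was then added from an 800 uM solution, and hydrolysis was followed at 480 nm.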
AMA1-RON2 inh – inhibitors of Plasmodium falciparum AMA1-RON2 interaction; AlphaScreen AMA1-biotinylated RON2 peptide binding; Potency, µM (titrated, usually from 58.2 µM), without a hit: top-dose activity change, negative = inhibition, usual class: inhibitors; 0.2% of 360,000 active; AID 720542;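 further: potency means the concentration at half of the fitted maximal effect; 0% = vehicle wells and -100% = peptide control; nearly all actives have a fitted effect of over 45% in size; some results filed as inactive show a strong effect at the top dose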
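AMA1 (3D7) with his tag at 25 nM final met compounds first, then biotinylated RON2 peptide at 25 nM; detection used donor plus acceptor beads, 10 µg/mL apiece, read by AlphaScreen after 30 min at room temperature.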
AmpC inh detg – inhibitors of E. coli AmpC beta-lactamase with detergent; P00811; AmpC hydrolysis of nitrocefin, absorbance 480 nm, 0.01% Triton; Potency, µM (highest dose often 114 µM), for the others: at the highest dose activity change, negative = inhibition, most hits filed as inhibitors; 0.041% of 370,000 active; AID 485294;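 further: potency means the concentration at half of the fitted maximal effect; 0% = no-compound wells and -100% = no-enzyme wells; nearly all actives have a fitted effect of over 25% in size; some results filed as inactive show a strong effect at the top dose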
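AmpC (5.3 nM in the dispensed reagent) in 20 mM phosphate pH 7.0 with 0.01% (detergent screen) or 0.0001% Triton X-100 was preincubated with compounds for 15 min at room temperature. Nitrocefin was then added from an 800 uM solution, and hydrolysis was followed at 480 nm.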
HCV inh – HCV inhibition. Huh7.5.1 HCVcc-Cre infection, luciferase reporter, 44 h. Potency, µM (top dose mostly 41.8 µM), without a hit: at the highest dose activity change, negative = inhibition, actives largely listed as inhibitors. 3.4% of 340,000 active. AID 651820; further: potency means the concentration at half of the fitted maximal effect
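Antiviral activity was scored by luciferase reporter output from cells infected with HCVcc-Cre (~0.5 moi) in presence of compound, 44 h infection period, cells seeded 1,000/well 4 h prior.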
An asterisk follows results filed as active; ? = inconclusive; nt = not tested or not shown; & = joins results of further samples; [ ] = remark or other dose. Unless noted, the call rests on the fitted dose curve; in most records, active means well fitted curve in the direction sought with a large enough effect; inconclusive means small, poorly fitted or top-dose-only effect, or another doubt; inactive means no such curve, though single readings can be large; an effect the other way counts as inactive or inconclusive. Unless noted, on the % scale 0 is the no-effect control and ±100 the full control effect.

compound,Tb PYK inh,HCMV antiviral,LmPK inhibitor,AmpC no deterg,AMA1-RON2 inh,AmpC inh detg,HCV inh
O=C(Nc1nnc(S(=O)(=O)Cc2ccc(F)cc2)s1)c1ccccc1F,4%,18,-9%,-22%,0%,4%,11%
N#Cc1cccc(-c2csc(C(O)c3ccco3)n2)c1 (stereo not drawn),0%,0,nt,nt,8%,nt,nt
CCOc1ccc2nc(SCC(=O)c3ccccc3)sc2c1,0%,-33,6%,-36%,88%[activator],?,-1%
CCN(C[C@H]1N[C@@](Cc2ccccc2)(C(=O)OC)[C@H]2C(=O)N(C)C(=O)[C@@H]12)C(=O)c1ccc(C(C)(C)C)cc1,-2%,-6,nt,116%[activator],-7%,nt,-2%[8.37 µM]
COc1ccccc1N1CCN(C(=O)Cn2nnc(-c3ccncc3)n2)CC1,-8%,3,-1%,25%,-15%,-13%,-6%
NC(=O)COc1ccc(C2c3c(oc4ccccc4c3=O)C(=O)N2CC2CCCO2)cc1 (stereo not drawn),-4%,40,-1%,nt,-6%,0%,-4%
Cc1ccc(O)c(-c2cc(-c3cccc(F)c3)n[nH]2)c1,2%,69,5%,-39%,28%,-11%,10µM*
NC(=O)CC[C@@H]1NC(=O)[C@@H]2CCCN2C(=O)c2cc([N+](=O)[O-])cc(I)c2NCCC[C@@H](C(=O)NC(CC(=O)O)C(N)=O)NC1=O (stereo partly drawn),-7%,-2,3%,-21%,-5%,?,9%
C/C(=N\OC(=O)c1ccc(Cl)cc1)c1nccs1,nt,4,-27%,-27%,-2%,-3%,4%
CC(C)Oc1ccc(Br)cc1/C=N\NC(N)=S,2%,?,3%,-30%,22%,-3%,?
O=C1CCCCC1Sc1nnc(-c2ccc3c(c2)OCO3)o1 (stereo not drawn),-9%,?,-5%,-14%,-15%,?,-1%
COCCNC(=O)c1onc(CSc2ccccc2)c1C(=O)NCCOC,2%,1,nt,-2%,5%,?,-17%
Cc1ccc(CNC(=O)c2ccc(N3CCC4(CC3)CC(c3ccccc3)=NO4)c(NC(=O)c3ccccc3)c2)cc1,-2%,1,nt,-45%,-2%,-4%,4%
Cc1ccc2c(c1)N(S(=O)(=O)c1cc(-c3cc(C)no3)ccc1C)CCO2,0%,-81*,-1%,-3%,0%,-1%,?
Cc1cccc(NC(=O)Cn2c(O)c(N=NC(=O)c3ccncc3)c3ccccc32)c1,1%,21,4%,-4%,2%,-11%,-10%
CCOC(=O)C1(Cc2cccc(Cl)c2)CCCN(C(=O)c2occc2C)C1 (stereo not drawn),-17%,-17,-4%,99%[activator],-16%,-15%,-30%
COc1ccc(/C=N/NC(=O)c2snnc2C)c(OC)c1OC,1%,-11,-5%,-15%,6%,1%,0%
CCCCCNCC(=O)Nc1cccc(C(=O)Nc2cccc(C(F)(F)F)c2)c1,-11%,-29,-8%,18%,-9%,2%,?
COc1ccc(N2CCN(C(=O)CN(C3CCCCC3)S(C)(=O)=O)CC2)cc1,5%,?,6%,47%,-1%,-5%,15%
CC(C)(C)c1ccc(CC(=O)N2CCC2(C)C(=O)Nc2cccc3c2CCCC3)cc1 (stereo not drawn),-11%,-1,nt,nt,-9%,nt,nt
COC(=O)CN1C(=O)[C@H]2[C@@H](/C=C/c3ccccc3)N3C(=O)CN(CC4CC4)C(=O)[C@@]3(Cc3ccccc3)[C@H]2C1=O,0%,43,-4%,100%[activator],-1%,?,13%
CN1C(C(=O)NCCc2cccs2)CC2Cn3c(nc4cc5ccccc5cc43)C21 (stereo not drawn),7%,-29,-4%,116%[activator],-20%,-2%,-29%
Nc1nnc(-c2ccc([N+](=O)[O-])o2)s1,11%,-18,nt,nt,29%,nt,?
Cc1ccc(S(=O)OCC(=O)Nc2cc(Cl)ccc2N2CCOCC2)cc1 (stereo not drawn),-24%,-36,11%,50%,16%,-13%,-16%

Shown with two lines to a compound: part of the list above.
Below each SMILES: Tb PYK inh	HCMV antiviral	LmPK inhibitor	AmpC no deterg	AMA1-RON2 inh	AmpC inh detg	HCV inh
CC(C)(C)c1ccc(CC(=O)N2CCC2(C)C(=O)Nc2cccc3c2CCCC3)cc1 (stereo not drawn)
→ -11%	-1	nt	nt	-9%	nt	nt
CCCCCNCC(=O)Nc1cccc(C(=O)Nc2cccc(C(F)(F)F)c2)c1
→ -11%	-29	-8%	18%	-9%	2%	?
COC(=O)CN1C(=O)[C@H]2[C@@H](/C=C/c3ccccc3)N3C(=O)CN(CC4CC4)C(=O)[C@@]3(Cc3ccccc3)[C@H]2C1=O
→ 0%	43	-4%	100%[activator]	-1%	?	13%
COc1ccc(N2CCN(C(=O)CN(C3CCCCC3)S(C)(=O)=O)CC2)cc1
→ 5%	?	6%	47%	-1%	-5%	15%

(cont.)
compound,Tb PYK inh,HCMV antiviral,LmPK inhibitor,AmpC no deterg,AMA1-RON2 inh,AmpC inh detg,HCV inh
CC(C)c1cc(=O)n2[nH]c(SCc3ccccc3Cl)nc2n1,-8%,22,-1%,-27%,-4%,-2%,9%
CCOC(=O)N1CCN(c2nc(=S)n(-c3ccccc3)c(C)c2C(C)=O)CC1,-1%,-37,2%,21%,-16%,-6%,11%
COc1ccc(N(CC(=O)NCc2cccs2)S(=O)(=O)c2cccc(C)c2)cc1,-5%,-30,nt,-27%,9%,-17%,?
Fc1ccc(-c2ccnc(=S)[nH]2)cc1,-14%,?,0%,-22%,100%[activator],-11%,7%
O=C(NC1CCOC1)c1cc(COc2cccc(C(F)(F)F)c2)on1 (stereo not drawn),9%,86,0%,18%,6%,2%,?
COc1ccc(S(=O)(=O)NCC(=O)Nc2ccc(F)cc2)cc1,3%,-14,nt,-38%,6%,-6%,?
Cc1c(Cl)cccc1NC(=S)N(Cc1ccccc1)Cc1cccnc1,-9%,?,1%,12%,24%,-9%,-16%
CCc1cccc(CC)c1NC(=O)CSc1nnc(CCC(=O)O)c(=O)[nH]1,-5%,-38,-2%,-36%,-6%,0%,5%
COc1ccc(-c2cc(=O)c3cc(OC)c(OC)cc3[nH]2)cc1,3%,-38,0%,-21%,3%,?,1%
CCOc1ccc(Cl)cc1-c1cc(C(=O)NCCOC)[nH]n1,0%,15,nt,nt,-10%,nt,nt
CCNC(=S)N(CCO)Cc1cc2cc3c(cc2[nH]c1=O)OCO3,-3%,3,31%,-20%,8%,-14%,4%
CCOc1cc(/C=C(\C#N)C(N)=O)ccc1OCc1c(C)no[n+]1[O-],-5%,-29,-10%,-1%,8%,1%,-10%
CCOC(=O)CSc1nc(C)c2ccccc2n1,-3%,-17,-5%,-1%,-18%,-7%,?
CCCOc1ccc(-c2nonc2NC(=O)c2oc3ccc(Cl)cc3c2C)cc1OCCC,-9%,10,nt,nt,nt,-2%,nt
CCOC(=O)CNC(=O)C(NC(=O)C1CCC(C)CC1)C(C)CC (stereo not drawn),-1%,35,-3%,-12%,-16%,1%,13%
CC(C)c1ccc(/C=C/C(=O)CCC(=O)O)cc1,-20%,-25,-4%,-21%,17%,?,0%
COC(=O)c1ccc(CS(=O)(=O)c2ccccc2C)o1,4%,84,0%,24%,-4%,0%,23%
Cc1ccc(-c2cnc(C(O)c3cc(Cl)cc(Cl)c3)[nH]2)cc1 (stereo not drawn),-3%,5,nt,nt,20%,nt,nt
Cn1c(=O)c2c(nc(N3CCOCC3)n2CC(=O)c2ccccc2)n(C)c1=O,nt,nt,3%,2%,nt,1%,nt
O=C(NCCC1CCCCN1S(=O)(=O)c1ccccc1)C(=O)NCc1ccc(F)cc1 (stereo not drawn),0%,-20,nt,-3%,0%,-1%,?
O=c1oc2ccccc2cc1-c1nnc(-c2cccc(Br)c2)o1,-11%,-11,0%,-7%,-4%,-21%,21%
COc1ccc2c(c1)sc1nc(=O)ccn12,-6%,61,0%,-11%,1%,-19%,23%
Cc1nn(-c2ccccc2)c(Cl)c1/C=N/NC(=O)c1cccc(S(=O)(=O)N2CCCC2)c1,-3%,-18,0%,-26%,-13%[11.6 µM],-2%,?
COc1ccc(Br)cc1CNC(=O)C1CCN(c2nnc(N3CCCC3=O)s2)CC1,-2%,-22,-11%,123%[activator],-1%,1%,-8%
C=CCN(C(=O)COc1ccccc1)c1nnc(-c2ccncc2)s1,-5%,-3,-1%,-12%,-8%,-14%,-2%
CCOC(=O)C(=CNc1cc(C)ccc1[N+](=O)[O-])C(=O)OCC,-5%,-22,-14%,-1%,2%,4%,?
COc1ccccc1NC(=O)c1cc(Cl)ccc1NC(=O)c1ccco1,6%,-32,5%,-15%,29%,-1%,?
CC(C)CN(CCCNC(=O)CN1C(=O)CSc2ccc(S(=O)(=O)N3CCOCC3)cc21)CC(C)C,2%&-3%,36&-13,11%,-10%,0%,3%&6%,13%
O=C(O)c1ccccc1NC(=O)C1CCCO1 (stereo not drawn),2%,-24,0%,nt,1%,8%,19%
COc1cccc(C2C3CN(C)CC=C3C(C#N)=C(N)C2(C#N)C#N)c1OC (stereo not drawn),7%,5,2%,-14%,21%,?,0%
CC1CCCCN1C(=O)c1c(Cl)cnn1C (stereo not drawn),-4%,57,-14%,-3%,-8%,-9%,12%
CCC(C)(C)NC(=O)C1CCCN1C(=O)NC1CCCCC1 (stereo not drawn),2%,37,10%,-5%,23%,3%,20%
CCn1nnnc1SCC(=O)Nc1cccc(C)n1,-2%,19,6%,-17%,7%,?,12%
Cc1cc(C)cc(-n2nnnc2SCC(=O)N2CCOCC2)c1,-2%,18,5%,2%,6%,-8%,-6%
COc1cc(/C=N/NS(=O)(=O)c2ccc(C)cc2)ccc1OCc1cccc(C(=O)O)c1,-5%,57,-1%,-28%,-3%,6%,29%
CC#CCN(Cc1ccco1)C(=O)C1CCC(=O)N(CCc2cccc(F)c2)C1 (stereo not drawn),0%,?,nt,nt,-5%,nt,nt
COc1ccc(C(=O)Nc2ccnn2C2CCN(C(=O)c3cc(C)on3)CC2)cc1,3%,69,-10%,-2%,3%,5%,24%
COc1ccc(/C=N\NC(=O)COc2ccc(Cl)cc2Cl)c(C(=O)O)c1OC,0%,-29,3%,-18%,36%[activator],-14%,4%
CN(C(=O)CSc1nc2ccccc2c(=O)n1-c1ccc(F)cc1)C1CCS(=O)(=O)C1 (stereo not drawn),-2%,?,nt,-6%,-3%,-12%,28%

Random draw from the library; any-hit rate near 7.5%.
